Assay outcomes (PubChem)
SENP7 block = blocks the human protease SENP7. recombinant SENP7, Z-RLRGG-aminoluciferin luminescence, 40 min. actives 1.5% (n = 330,000). Q9BQF6. inhibition, % at 5 µM;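 active = inhibition above about 50% at the single test dose, limit read from the data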;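 note: plate controls were DMSO with enzyme for no effect and no enzyme buffer wells for full effect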
Target sequence (Q9BQF6 706-1050 limits assumed): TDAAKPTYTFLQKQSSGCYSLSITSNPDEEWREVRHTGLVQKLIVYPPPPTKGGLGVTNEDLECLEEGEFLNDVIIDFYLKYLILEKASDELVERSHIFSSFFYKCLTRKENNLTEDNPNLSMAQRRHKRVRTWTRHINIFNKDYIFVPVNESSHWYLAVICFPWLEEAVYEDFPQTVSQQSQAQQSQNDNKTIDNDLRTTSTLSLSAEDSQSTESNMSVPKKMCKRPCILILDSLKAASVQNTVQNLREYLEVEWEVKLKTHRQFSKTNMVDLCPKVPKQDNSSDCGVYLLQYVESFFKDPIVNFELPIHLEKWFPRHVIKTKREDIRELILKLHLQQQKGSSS
UBC13 inh = inhibitors of human UBC13 polyubiquitin chain formation; TR-FRET; actives 0.47% (n = 330,000); AID 485273; inhibition, % at 20 µM; P61088; in the data active = inhibition above about 45%, passing the limit was not always enough
Target sequence (P61088 whole entry, looked up): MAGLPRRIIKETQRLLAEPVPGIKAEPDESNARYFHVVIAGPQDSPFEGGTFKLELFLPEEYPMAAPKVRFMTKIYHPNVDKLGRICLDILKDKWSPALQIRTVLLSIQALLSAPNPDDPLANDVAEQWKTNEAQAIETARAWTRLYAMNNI
SENP8 inh = blocks the human protease SENP8; AID 2540; actives 1.2% (n = 330,000); inhibition, % at 10 µM; Q96LD8; purified SENP8, Z-RLRGG-aminoluciferin cleavage, luminescence
Target sequence (Q96LD8 whole entry, looked up): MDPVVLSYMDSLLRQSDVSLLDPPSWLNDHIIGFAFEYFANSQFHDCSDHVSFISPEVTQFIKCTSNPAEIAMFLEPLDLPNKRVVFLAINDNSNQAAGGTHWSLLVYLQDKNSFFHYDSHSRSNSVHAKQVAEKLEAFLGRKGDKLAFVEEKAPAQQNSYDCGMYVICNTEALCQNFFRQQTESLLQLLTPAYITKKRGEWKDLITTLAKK
Jurkat NFkB inh = lowers PMA/ionomycin-induced NF-kB signal in Jurkat cells; actives 0.53% (n = 330,000); inhibition, % at 4 µM; PMA/ionomycin-induced NF-kB luciferase reporter, luminescence; AID 435003
697 NFkB inh = inhibitors of the PMA/ionomycin-induced NF-kB reporter in 697 B cells | actives 0.33% (n = 330,000) | inhibition, % at 4 µM | 697 B-cell NF-kB luciferase reporter, 16 h; in the data active = inhibition above about 35%
Gli-Sufu block = antagonists of Gli-Sufu signaling; Sufu-KO-LIGHT fibroblasts, Gli luciferase reporter luminescence; inhibition, % at 5 µM; AID 588413; actives 0.74% (n = 340,000);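 active = inhibition above about 55%, limit read from the data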;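 note: 0% = DMSO-treated cells and 100% = wells with medium but no cells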
HKDC1 inh = HKDC1 (human) hexokinase inhibition | inhibition, % at 20 µM | recombinant HKDC1, G6PDH/diaphorase resazurin coupled fluorescence | actives 0.16% (n = 340,000) | Q2TB90;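 active = inhibition above about 35% when tested at 20 µM, limit read from the data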;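 note: plate controls were DMSO wells with enzyme for no effect and DMSO wells lacking enzyme for full effect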
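Test system: HK5 enzyme. Quantity: 5 µg/mL HK5 final. Reagent: glucose and ATP substrates. Schedule: 90 min reaction incubation at room temperature, dark. Technique: resazurin-to-resorufin fluorescence via G6PDH and diaphorase coupling, 525/613 nm. Control set: DMSO wells with and without enzyme mix.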
Apaf-1 inh = blocks human Apaf-1 apoptosome activity; O14727; reconstituted apoptosome caspase-3 activity, DEVD-Rh110 fluorescence; inhibition, % at 20 µM; actives 0.71% (n = 330,000); active = inhibition of at least 40% at 20 µM;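 note: plate controls were DMSO wells for no effect and DEVD-CHO caspase inhibitor wells for full effect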
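detection = Rh110 fluorescence intensity | test system = biochemical Apaf-1 apoptosome reconstitution | also added = cytochrome c and DEVD-Rh110 substrate | schedule = 30 min plus 50 min, RT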
* marks the source's active call; other numbers are inactive results; . = not tested or not shown. Cut-off read from the data, not from the text of the source, unless noted: active = inhibition above about 50%; inactive = the rest.

SMILES | SENP7 block | UBC13 inh | SENP8 inh | Jurkat NFkB inh | 697 NFkB inh | Gli-Sufu block | HKDC1 inh | Apaf-1 inh
NC(=O)c1cccc2cc3ccccc3cc12 | -5 | 8 | -4 | -31 | -24 | -1 | -6 | 4
CCN(CC)S(=O)(=O)c1ccc2nc(SC)sc2c1 | 2 | -2 | 6 | -16 | -4 | -1 | 1 | 0
CCn1cc(C(=O)OCC(=O)Nc2cccc(C)c2)c(=O)c2ccc(C)nc21 | -2 | -2 | 2 | 8 | -2 | -3 | -3 | 7
C=CCn1c(-c2ccc(Cl)cc2)cnc1SC(C)C(=O)NC(N)=O (centres undefined) | -3 | -1 | 5 | -5 | 11 | -9 | 2 | -9
Cc1c(C(=O)CN2CCCC(C)(C)C2)c2ccccc2n1C | 5 | 34 | 0 | 1 | 12 | 8 | -1 | 3
Cc1ccc(NC(=O)c2ccccc2F)cc1S(=O)(=O)N1CCCCCC1 | -3 | -15 | -3 | -23 | -13 | -1 | 4 | 21
CCOC(=O)C1=C(N)Oc2c(oc(CO)cc2=O)C1c1ccc(Cl)cc1 (centres undefined) | -3 | 9 | 0 | -2 | 11 | 4 | -5 | -15
Cc1nn(-c2ccc(F)cc2)c2nc(N)c(C#N)c(-c3ccc(O)c(O)c3)c12 | 1 | 10 | -80 | 16 | -42 | 27 | 5 | 26
CCCCCOC(=O)c1[nH]c2c(c1C)C(=O)CC(c1ccco1)C2 (centres undefined) | -2 | -10 | 8 | 67* | -322 | 69* | 0 | -3
COc1ccc(S(=O)(=O)NCc2ccco2)c2ccccc12 | -1 | 2 | -16 | -10 | 9 | -12 | 6 | 13
CSc1nnc(N(CCC#N)CCC#N)s1 | -1 | 8 | 8 | -14 | 3 | -1 | 1 | -13
Cc1ccccc1C(=O)Nc1cc(-c2cc(C(C)(C)C)oc2C)nn1C | 2 | 3 | 5 | 14 | 15 | -8 | 0 | -2
Cc1cccc(C)c1NC(=O)CN(C)C(=O)c1ccccc1Cc1ccccc1 | 5 | 0 | -3 | 23 | 18 | 0 | -8 | 9
CCc1ccc(N2CC(C(=O)OCC(=O)Nc3cc(C)on3)CC2=O)cc1 (centres undefined) | 0 | 4 | -7 | 17 | 2 | 6 | -2 | 4
Cn1c(CSCc2ccc(Cl)cc2)nnc1SCC(=O)Nc1nc2ccccc2s1 | 8 | 3 | -1 | 2 | 5 | 6 | -4 | 16
COc1cc2[nH]c3c(N4CCN(c5ccc(Cl)cc5)CC4)ncnc3c2cc1OC | 5 | 51* | -5 | -9 | 23 | 28 | 5 | 0
O=c1oc2c(-c3ccc([N+](=O)[O-])cc3)cc(O)cc2s1 | -5 | -10 | -7 | -13 | -20 | 3 | 11 | 6
CCC(=O)Nc1nc(-c2ccc3c(c2)CC(C)N3S(C)(=O)=O)cs1 (centres undefined) | 5 | 1 | 8 | -13 | 4 | -27 | -11 | -2
COc1cc(C)nc(NS(=O)(=O)c2ccc(C)cc2)n1 | 4 | -7 | -10 | -12 | 1 | 8 | 5 | -5
O=C(/C=C/Nc1ccc(F)cc1F)c1cccs1 | 99* | 5 | 97* | -168 | -364 | -10 | 18 | -1
O=C(CN1CCCCCC1)Nc1cccc2c1OCO2 | -9 | 9 | -4 | 13 | 3 | 0 | -8 | -18
Fc1cc(F)cc(-c2oncc2-c2nnnn2-c2ccccc2)c1 | 13 | -2 | -1 | -9 | -8 | 2 | -1 | 8
COC(=O)N/N=C/c1ccc(OC(=O)/C=C/c2ccco2)cc1 | 2 | -12 | -14 | 0 | -4 | 2 | -6 | -11
Cc1cc(NS(=O)(=O)c2ccc(NC(=O)CSc3nnc(-c4ccco4)n3N)cc2)nc(C)n1 | -5 | -5 | -5 | 4 | 18 | -8 | -13 | 5
CCN(CC(=O)Nc1cc(Cl)ccc1C)C(=O)COc1ccccc1F | 0 | 5 | 2 | -9 | 2 | 2 | -5 | -2
COc1ccc(N2CCN(S(=O)(=O)c3ccc(OC)c(C(=O)N4CCOCC4)c3)CC2)cc1 | 4 | -7 | 6 | -14 | -3 | -35 | 0 | -1
O=C(O)CC(NC(=O)C(c1ccccc1)c1ccccc1)c1ccco1 (centres undefined) | -5 | 3 | 3 | 1 | 12 | 1 | -7 | 1
O=C(CSc1n[nH]c(-c2cccnc2)n1)Nc1ccccc1C(F)(F)F | 13 | -4 | 2 | 19 | 6 | -11 | 0 | 2
CCCCCOC(=O)Cn1c(=O)c2c(nc(N3CCOCC3)n2C)n(C)c1=O | 2 | 10 | -1 | 14 | 9 | 2 | -6 | -3
CCOc1ccc(OCCCC(=O)N2CCN(S(=O)(=O)c3ccccc3C#N)CC2)cc1 | -6 | -6 | -1 | 4 | -6 | 7 | -3 | 11
CN(CC(=O)N1CCCCC1)S(=O)(=O)c1ccc(Cl)cc1 | 7 | 11 | 0 | 11 | 3 | 14 | -5 | -2
COc1cccc(CN2C(=O)NC3(CCCCCC3)C2=O)c1 | 3 | 4 | 0 | 0 | 6 | 17 | -5 | 7
O=C(Nc1ccc2c(c1)C(=O)NC2=O)c1cccc(C(F)(F)F)c1 | 2 | 0 | -1 | 1 | 6 | 1 | -4 | 6
COc1ccccc1N1CCN(C(=O)c2ccc(CN3CCOCC3)cc2)CC1 | 8 | -7 | 0 | -16 | -20 | 8 | -3 | 13
Cc1cc(C)cc(NC(=O)c2nccnc2C(=O)O)c1 | -3 | 2 | 5 | 8 | 2 | -1 | -7 | -4
O/N=C/c1cn(-c2ccccc2)nc1-c1cccnc1 | 12 | 29 | 8 | 5 | -3 | -11 | 1 | -18
Cc1cc(OCC(O)CN2CCN(CCO)CC2)ccc1C(C)C (centres undefined) | 3 | 5 | 0 | -1 | 8 | 0 | 1 | -2
Cc1ccc(C)c(Nc2c([N+](=O)[O-])ccc3nonc23)c1 | -15 | -38 | -8 | -9 | -21 | . | -2 | 14
O=c1ccc2cc(S(=O)(=O)NCc3ccccc3)ccc2[nH]1 | 13 | -16 | -8 | -9 | -4 | -2 | -2 | -2
COc1ccc(C(=O)C2CC2c2ccc3c(c2)OCO3)cc1 (centres undefined) | 4 | 1 | 0 | 11 | 27 | -9 | 3 | 12
CCN(c1ccc(OC)cc1)S(=O)(=O)c1csc(C(=O)N2CCCC2)c1 | 2 | 8 | -9 | 8 | -10 | 3 | -4 | 5
O=C(COc1ccccc1[N+](=O)[O-])N(C1CCCCC1)C1CCS(=O)(=O)C1 (centres undefined) | -9 | -8 | -17 | -1 | -15 | 3 | -6 | 4
CCSc1nnc(NC(=O)COc2ccc3ccccc3c2)s1 | -8 | -13 | -8 | -4 | 3 | 7 | -1 | 8
CCOC(=O)c1sc2ccc(S(=O)(=O)N3CCCCC3)cc2c1N | -5 | -7 | -6 | -13 | -2 | 4 | -5 | 37
COc1cc(-c2noc(-c3ccco3)n2)cc(OC)c1OC | -11 | -6 | -2 | -37 | -26 | -6 | 2 | 5
COc1cc(S(=O)(=O)NC2CCCCC2)ccc1Cl | 8 | 2 | -6 | -15 | -27 | 6 | 9 | 13
Cc1ccc(C)c(SCC(=O)Nc2ccc(C)c(S(=O)(=O)N3CCOCC3)c2)c1 | 0 | 7 | 3 | -6 | -9 | 0 | 2 | -5
Cc1c(CCC(=O)NCCCN2CCCC2=O)c(=O)oc2c(C)c(O)ccc12 | 2 | 28 | 2 | -13 | 21 | 3 | -5 | -8

Arranged by molecular weight (highest first): 3 of the compounds above.
SMILES | SENP7 block | UBC13 inh | SENP8 inh | Jurkat NFkB inh | 697 NFkB inh | Gli-Sufu block | HKDC1 inh | Apaf-1 inh
Cc1cc(OCC(O)CN2CCN(CCO)CC2)ccc1C(C)C (centres undefined) | 3 | 5 | 0 | -1 | 8 | 0 | 1 | -2
COc1cc(-c2noc(-c3ccco3)n2)cc(OC)c1OC | -11 | -6 | -2 | -37 | -26 | -6 | 2 | 5
COc1ccc(C(=O)C2CC2c2ccc3c(c2)OCO3)cc1 (centres undefined) | 4 | 1 | 0 | 11 | 27 | -9 | 3 | 12

Continued.
SMILES | SENP7 block | UBC13 inh | SENP8 inh | Jurkat NFkB inh | 697 NFkB inh | Gli-Sufu block | HKDC1 inh | Apaf-1 inh
Cc1ccc(OCC(=O)Nc2ccc(-c3nc4ncccc4o3)cc2)c(C)c1 | -7 | -1 | -5 | -19 | -42 | -24 | -1 | 17
Nc1c2c(nn1-c1ccccc1)CCC2 | -1 | 0 | 0 | -1 | -15 | -6 | -6 | -6
CCC(SC1=NCCS1)C(=O)Nc1nnc(-c2ccccc2OC)s1 (centres undefined) | -22 | 0 | -10 | -3 | -4 | 0 | -9 | 17
c1ccc(Nc2nc(CSc3ncn[nH]3)cs2)cc1 | -6 | 2 | -10 | -29 | -21 | -10 | -10 | -3
COc1ccc(C(=O)/C=C/Nc2ccccn2)c(OC)c1 | 14 | -4 | -1 | -79 | -139 | -73 | -5 | 6
CC1=C(C(=O)OCC(C)C)C(c2cccc(F)c2)N2C(=O)C(C)SC2=N1 (centres undefined) | -6 | -14 | -10 | -11 | -7 | 65* | 1 | 19
CCSc1nnc(NC(=O)c2cccc(S(=O)(=O)N(C)c3ccccc3)c2)s1 | 5 | -8 | -6 | -16 | -36 | 3 | -2 | -17
CCCCN1C(=O)C(=O)N(CC(=O)N2CCc3ccccc32)C1=O | -5 | -4 | -5 | -5 | -5 | -6 | -4 | 11
C=C(C(=O)Oc1ccccc1C(C)(C)C)c1ccccc1 | 8 | 8 | 9 | 3 | -1 | . | . | 24
O=C(NC1CCSC1=O)C1CC(=O)N(c2ccc(F)cc2)C1 (centres undefined) | 3 | 2 | 1 | -11 | 15 | 22 | -6 | 3
O=c1c2ccccc2cnn1Cc1n[nH]c(=S)n1-c1ccccc1F | 0 | -6 | 7 | 0 | 17 | 3 | 6 | -14
O=C(c1ccc(Cl)cc1)N1CCc2c([nH]c3ccccc23)C1C(F)(F)F (centres undefined) | -4 | 0 | -5 | -10 | -15 | -1 | 4 | 23
COc1ccccc1OCCNC(=O)c1ccccc1OCc1c(C)noc1C | -2 | 2 | 2 | 12 | 21 | -17 | 0 | -4
O=C(Nc1c(-c2ccccc2)nc2ccccn12)c1ccccc1F | 3 | -6 | 6 | 44 | -8 | 10 | -3 | 1
O=C(NCc1ccccn1)c1n[nH]c(=O)c2ccccc12 | -1 | -12 | -12 | -8 | 5 | 4 | -7 | -13
CN(C)c1ccc(C2CC(=O)C=C(Nc3ccccc3N)C2)cc1 (centres undefined) | 6 | 0 | -9 | -15 | -1 | -1 | 5 | 2
NC(=S)N/N=C/c1ccc(-c2ccc(SC(F)F)cc2)o1 | 2 | -15 | -1 | -7 | 0 | 6 | 1 | 4
Cn1cccc1C(=S)N1CCOCC1 | 4 | -7 | 6 | 6 | -6 | -2 | -2 | 1
CCOC(=O)c1oc2ccccc2c1CSc1nnnn1-c1ccc(C)cc1 | 2 | -1 | -4 | 11 | -9 | 4 | 9 | 5
CCc1nnc(NC(=O)c2cc(S(=O)(=O)N(CC)CC)ccc2Cl)s1 | -3 | 11 | -6 | 11 | 9 | 2 | -4 | -5
Nc1cccc(C#Cc2ccc3c(=O)c4ccccc4oc3c2)c1 | 2 | 5 | -17 | -102 | -104 | -34 | -6 | 10
Cc1ccc(NC(=O)CC2C(=O)N(Cc3ccccc3)C(=S)N2NC(=O)c2cccc(F)c2)c(C)c1 (centres undefined) | 0 | -1 | -4 | 5 | 5 | -2 | -2 | 24

Six entries already listed, arranged by the value under Jurkat NFkB inh, falling.
Molecule	Jurkat NFkB inh
O=C(Nc1c(-c2ccccc2)nc2ccccn12)c1ccccc1F	44
Cc1ccccc1C(=O)Nc1cc(-c2cc(C(C)(C)C)oc2C)nn1C	14
CCOC(=O)C1=C(N)Oc2c(oc(CO)cc2=O)C1c1ccc(Cl)cc1 (centres undefined)	-2
O=c1ccc2cc(S(=O)(=O)NCc3ccccc3)ccc2[nH]1	-9
Cc1c(CCC(=O)NCCCN2CCCC2=O)c(=O)oc2c(C)c(O)ccc12	-13
COc1ccc(C(=O)/C=C/Nc2ccccn2)c(OC)c1	-79
